High-throughput results as filed in PubChem BioAssay.
TROY NFkB inh: blocks TROY-dependent signaling in reporter cells; 360,000 compounds, 0.98% hits; Q293 LMP1-TROYcd NF-kB luciferase reporter, 4 h; inhibition, % at 10 µM;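 active = compounds whose plate-normalised and pattern-corrected inhibition of the luciferase reporter signal at the single screening dose is 50% or more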
TRAIL sens C8: caspase-8 TRAIL sensitization; NB7+C8 cells + TRAIL, ATPlite viability luminescence; AID 624354; inhibition (viability loss, TRAIL sensitization), % at 10 µM; 360,000 compounds, 1% hits;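 active = compounds causing at least 50% loss of cell viability in the single-dose screen, relative to plate controls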
NOD2 RIPK2 PPI: blocks binding of human NOD2 to RIPK2 | O43353 | CHO BLA complementation NOD2-RIPK2, CCF4 ratio | inhibition, % at 4.98 µM | 360,000 compounds, 0.38% hits; in the data active = inhibition above about 21%;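 also: 0% = vehicle only and 100% = reference blocker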
NCOA2 inhibitor: inhibits human steroid receptor coactivator 2 | inhibition, % at 9 µM | 370,000 compounds, 0.17% hits | Q15596 | HEK293 GAL4-SRC2 luciferase reporter, luminescence | AID 651957;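 active = inhibition above the mean inhibition of all tested compounds plus 3 SD, set per campaign, cut at about 52% in these data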;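 also: 0% = DMSO treated cells and 100% = cells given Gossypol at 36 µM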
LMP1 NFkB inh: inhibitors of Epstein-Barr LMP1-induced NF-kappaB reporter; LMP1-induced NF-kappaB luciferase reporter cells, luminescence; inhibition, % at 12.5 µM; 350,000 compounds, 0.69% hits; AID 504558; in the data active = inhibition above about 41%;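 also: 0% = neutral control wells and 100% = reference inhibitor control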
NR5A2 inv ag: suppresses constitutive activity of human LRH-1 | O00482 | HEK293T StAR-luciferase reporter, LRH-1 transfected, 24 h | inhibition, % at 3.6 µM | 360,000 compounds, 0.13% hits;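 active = inhibition above the mean inhibition of all tested compounds plus 3 SD, cut at about 73% in these data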;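 also: 0% = DMSO wells and 100% = reporter-only cells lacking LRH-1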
NCOA1 inh: inhibits human SRC1 coactivator. 360,000 compounds, 0.12% hits. inhibition, % at 3.6 µM. AID 588354. HEK293 GAL4-SRC1 luciferase reporter, luminescence;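 active = inhibition above the campaign mean plus 3 SD, with each screening campaign given its own cutoff, cut at about 60% in these data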;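 also: 0% = DMSO treated cells and 100% = gossypol at 36 µM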
TWEAK Fn14 block: inhibitors of TWEAK-Fn14 interaction signaling; TWEAK-stimulated Fn14 reporter cells, luciferase luminescence, 8 h; inhibition, % at 10 µM; 360,000 compounds, 2% hits; in the data active = inhibition above about 50%
TLR9-MyD88 inh: inhibitors of human TLR9-MyD88 binding. CHO BLA complementation TLR9-MyD88, CCF4 FRET ratio. inhibition, % at 4.98 µM. 340,000 compounds, 0.21% hits;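 active = inhibition above the mean over all tested compounds plus 3 SD, cut at about 21% in these data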;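 also: 0% = DMSO only wells and 100% = clavulanate BLA inhibitor control wells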
Target sequence (Q99836 whole entry, looked up): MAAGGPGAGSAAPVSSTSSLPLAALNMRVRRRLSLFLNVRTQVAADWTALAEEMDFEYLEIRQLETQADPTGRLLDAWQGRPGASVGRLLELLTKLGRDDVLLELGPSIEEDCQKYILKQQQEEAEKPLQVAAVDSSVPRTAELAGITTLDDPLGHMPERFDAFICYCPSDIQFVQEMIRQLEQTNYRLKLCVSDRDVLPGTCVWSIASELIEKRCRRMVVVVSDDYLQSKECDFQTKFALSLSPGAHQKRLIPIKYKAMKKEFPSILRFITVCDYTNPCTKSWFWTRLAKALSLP
Target sequence (Q9NR96 whole entry, looked up): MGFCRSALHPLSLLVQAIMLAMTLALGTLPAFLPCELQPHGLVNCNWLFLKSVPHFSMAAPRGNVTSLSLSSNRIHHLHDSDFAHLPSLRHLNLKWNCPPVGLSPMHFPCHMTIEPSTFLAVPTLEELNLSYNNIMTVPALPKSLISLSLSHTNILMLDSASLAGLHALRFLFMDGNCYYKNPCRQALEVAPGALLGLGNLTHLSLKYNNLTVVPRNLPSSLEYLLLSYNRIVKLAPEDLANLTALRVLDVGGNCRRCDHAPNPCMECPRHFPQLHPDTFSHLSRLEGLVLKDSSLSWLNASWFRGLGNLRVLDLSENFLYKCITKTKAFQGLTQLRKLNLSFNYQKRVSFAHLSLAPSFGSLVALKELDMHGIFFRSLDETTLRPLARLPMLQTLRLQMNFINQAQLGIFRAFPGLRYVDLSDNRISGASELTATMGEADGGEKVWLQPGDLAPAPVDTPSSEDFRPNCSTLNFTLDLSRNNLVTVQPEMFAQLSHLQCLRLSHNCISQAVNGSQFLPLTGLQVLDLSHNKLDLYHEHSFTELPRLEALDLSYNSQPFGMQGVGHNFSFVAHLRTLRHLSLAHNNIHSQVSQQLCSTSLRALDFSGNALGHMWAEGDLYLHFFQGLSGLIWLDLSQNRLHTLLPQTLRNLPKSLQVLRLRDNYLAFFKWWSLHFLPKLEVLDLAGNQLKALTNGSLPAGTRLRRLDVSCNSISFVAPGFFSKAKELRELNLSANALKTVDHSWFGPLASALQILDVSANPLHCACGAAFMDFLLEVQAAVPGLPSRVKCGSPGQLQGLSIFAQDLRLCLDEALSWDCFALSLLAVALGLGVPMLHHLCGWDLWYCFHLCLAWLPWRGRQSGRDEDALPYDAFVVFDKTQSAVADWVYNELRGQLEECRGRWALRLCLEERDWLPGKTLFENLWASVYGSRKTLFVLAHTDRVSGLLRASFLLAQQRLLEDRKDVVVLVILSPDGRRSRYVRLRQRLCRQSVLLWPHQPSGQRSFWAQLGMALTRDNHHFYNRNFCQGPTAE
NCOA3 inh: inhibits human SRC3 coactivator. Q9Y6Q9. HEK293 GAL4-SRC3 luciferase reporter, luminescence. inhibition, % at 3.6 µM. 360,000 compounds, 0.17% hits;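 active = inhibition above a per-campaign cutoff, the mean of all compounds plus 3 SD, cut at about 60% in these data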;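 also: 0% = DMSO-treated cells and 100% = gossypol-treated cells at 36 µM; higher means less SRC3-driven luciferase light from the GAL4 reporter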
COUP-TFII inh: blocks human COUP-TFII nuclear receptor. HEK293T NGFI-A luciferase reporter, luminescence. inhibition, % at 8.6 µM. 370,000 compounds, 0.7% hits;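 active = inhibition above a per-plate cutoff, mean inhibition of test wells between control levels plus 3 SD, cut at about 38% in these data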;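 also: cells cotransfected with COUP-TFII expression vector driving the NGFI-A reporter; 0% = median of COUP-TF2 test wells and 100% = reporter-only cells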
* = called active by the depositor; / = not tested or not shown. These rows are one share of the data. The share of hits here may be higher or lower than overall.

SMILES	TROY NFkB inh	TRAIL sens C8	NOD2 RIPK2 PPI	NCOA2 inhibitor	LMP1 NFkB inh	NR5A2 inv ag	NCOA1 inh	TWEAK Fn14 block	TLR9-MyD88 inh	NCOA3 inh	COUP-TFII inh
CCn1cc(CN2CCC(C(=O)Nc3cccc(-c4cccc(F)c4)c3)CC2)cn1	9	2	-1	-16	1	13	-2	4	-2	-1	5
O=C(CCSCc1ccc(Cl)cc1)NCCc1ccccc1	1	-12	-4	-1	3	-1	-14	-10	9	-13	-6
Cc1cn([C@H]2C[C@H](O)[C@@H](CCC(=O)NCCCn3ccnc3)O2)c(=O)[nH]c1=O	-5	-15	-12	10	5	17	5	1	-3	-12	-3
Cc1nn(Cc2c(F)c(F)c(F)c(F)c2F)c(C)c1NC(=O)c1c(-c2ccccc2)nn(-c2ccccc2)c1C	12	29	6	-23	-9	-16	-4	13	6	11	8
Cc1ccc(S(=O)(=O)N(CC(O)CN2CCCC2)c2ccccc2)cc1 (stereo not drawn)	0	-5	-13	-19	-3	-31	0	29	-9	4	-20
CN(CC(=O)Nc1cccc(F)c1)C(=O)CCNC(=O)c1ccc(Br)cc1	-37	-17	-6	0	-12	-24	-43	-7	4	-24	-6
COc1ccc(S(=O)(=O)N2CCCN(CC(=O)Nc3ccc4c(c3)OCO4)CC2)cc1	1	23	1	-6	10	3	7	-8	-7	-9	10
CCC1=NN(C(=O)COc2ccccc2)C(O)(c2ccncc2)C1 (stereo not drawn)	6	-1	-12	-4	9	-6	1	6	-12	6	-17
CCCN1Cc2cccc(C(=O)NCCc3cccc(C)c3)c2C1=O	2	-2	9	-15	2	7	7	-27	2	-15	7
Cc1noc(C)c1NC(=O)N(C)C[C@@H]1Oc2c(NC(=O)NC(C)C)cccc2C(=O)N([C@@H](C)CO)C[C@@H]1C	4	-15	-5	0	-4	-23	-7	18	-8	-21	5
CCOC(=O)C1=C(C)Nc2ccccc2N=C1NC(=O)C(CC)c1ccccc1 (stereo not drawn)	5	-12	2	-8	-2	0	5	-6	10	7	-11
CCOc1ccc(S(=O)(=O)NC(C)C)cc1C(N)=O	-11	-1	-3	-34	32	4	-2	-7	3	12	-11
CC(C)C(C(=O)NCC1CCCO1)N(Cc1cccs1)C(=O)CNS(=O)(=O)c1ccccc1 (stereo not drawn)	1	7	3	-36	0	-11	9	3	-2	4	0
O=C(Cn1nnc(-c2ccccc2F)n1)N1CCCCC1	-12	-6	-2	-70	-10	-84	-63	-6	3	-72	-27
COc1ccc(C)cc1NC(=O)CCN1CCCC1	-1	-2	-5	-33	1	-12	-3	-16	-1	18	-17
COc1cccc(NC(=O)CN(C)C(=O)c2cc3c(s2)CCCCC3)c1	12	8	0	-5	-14	-4	-8	-35	2	-7	8
Cc1cc(C)c(C)c(S(=O)(=O)Nc2ccccc2C(=O)NCCCn2ccnc2)c1C	-4	-1	-4	7	4	-42	2	-7	0	9	0
CCOC(=O)C1=CN(Cc2cccc(F)c2)S(=O)(=O)N(C)C1c1ccc(C(F)(F)F)cc1 (stereo not drawn)	-6	11	7	3	-7	-10	-2	2	3	-17	-10
COc1cccc(C(=O)Nc2cccc3cccnc23)c1OC	-31	-2	-17	/	-2	-16	-21	-29	2	-7	/
Cc1ncsc1CCC(=O)N1CCCC(C(=O)c2ccc3c(c2)OCO3)C1 (stereo not drawn)	-44	-1	-9	-18	-8	2	-12	-8	4	18	-4
O=C(COc1ccccc1)Nn1cnc2ccccc21	-15	-3	-8	8	-15	11	1	9	2	1	-8
COc1ccc(S(=O)(=O)N(C)C[C@H]2Oc3ccc(NS(=O)(=O)c4cn(C)cn4)cc3C(=O)N([C@H](C)CO)C[C@@H]2C)cc1	-5	7	0	14	-1	-4	2	2	4	11	2
Cc1nc2cc(-c3ccc(Cl)cc3)nn2c(C)c1CCC(=O)NCc1ccco1	7	9	-9	28	6	11	-18	45	5	-21	-18
Cc1cc(C)c(SSc2nnnn2-c2ccccc2)c(C)c1	2	-9	6	24	-1	-3	2	1	-1	-2	-5
CCC(C)Oc1nc(C)cc(C)c1S(=O)(=O)c1ccccc1C (stereo not drawn)	-10	-15	-6	-4	-6	-9	12	-6	-5	-9	6
CCCc1n[nH]c(=O)c2c1nnn2Cc1ccccc1	-7	13	5	-24	4	-8	0	17	2	-15	-2
COc1ccccc1CNc1ncc(-c2ccc(F)cc2)n1C	-3	-6	-3	-5	3	4	0	20	-8	8	4
CCOc1ccccc1NC(=O)CN1CCN(C(=O)C2CCCO2)CC1 (stereo not drawn)	17	-14	1	8	-5	-9	19	-2	6	13	-13
C(=N\n1c2ccccc2c2ccccc21)/c1ccccc1	-14	0	-2	-4	15	-7	-16	8	-2	7	-2
O=C(Cn1c2[n+](c3ccc(C(F)(F)F)cc31)CCCCC2)Nc1ccccc1	8	12	-5	2	-15	13	-6	-3	-11	17	4
O=C(O)/C=C/C(=O)Nc1ccc(C2(c3ccc(NC(=O)/C=C/C(=O)O)cc3)c3ccccc3-c3ccccc32)cc1	14	4	11	-3	12	-7	2	-55	8	4	4
Cc1ccccc1OCCN1C(=O)C(=O)c2cccc(C)c21	22	-12	5	2	9	-19	-3	9	3	18	-2
CSc1ncccc1C(=O)OCC(=O)Nc1ccc(S(=O)(=O)N2CCCC2)cc1	7	-7	2	13	-1	12	5	12	7	16	5
Cc1nc(C(F)(F)F)c(C(=O)N=CN(C)C)s1	2	-9	-11	5	-2	3	10	0	-17	12	16
CCCCc1nc2cc(C(=O)N3CCN(c4cnccn4)CC3)ccc2o1	-15	3	0	-4	-22	4	2	-10	-2	-7	-7
COC(=O)c1ccccc1S(=O)(=O)N1CCC(C(=O)NCCC2=CCCCC2)CC1	-14	13	-11	-19	-7	-18	-2	-18	-1	17	4
CC(C)(C)C1CCC2(CC1)CC(=O)c1ccccc1O2 (stereo not drawn)	-7	7	3	-29	3	9	7	15	1	-3	13
O=C(COc1ccc(Cl)cc1Cl)N/N=C/C1CC=CCC1 (stereo not drawn)	-30	13	-11	-9	-3	5	-3	3	-4	3	-15
CCc1cccc(NC(=S)Nc2ccc(CN3CCOCC3)cc2)c1	-13	-9	-4	-13	3	13	-10	-8	-5	18	-16
COc1cc(CNn2cn[nH]c2=S)cc(Cl)c1OCc1ccccc1	-20	-3	-1	2	-6	2	8	10	4	-5	-1

Reprinted at random: 2 entries already listed.
SMILES	TROY NFkB inh	TRAIL sens C8	NOD2 RIPK2 PPI	NCOA2 inhibitor	LMP1 NFkB inh	NR5A2 inv ag	NCOA1 inh	TWEAK Fn14 block	TLR9-MyD88 inh	NCOA3 inh	COUP-TFII inh
CCc1cccc(NC(=S)Nc2ccc(CN3CCOCC3)cc2)c1	-13	-9	-4	-13	3	13	-10	-8	-5	18	-16
CC(C)(C)C1CCC2(CC1)CC(=O)c1ccccc1O2 (stereo not drawn)	-7	7	3	-29	3	9	7	15	1	-3	13

The list continues:
SMILES	TROY NFkB inh	TRAIL sens C8	NOD2 RIPK2 PPI	NCOA2 inhibitor	LMP1 NFkB inh	NR5A2 inv ag	NCOA1 inh	TWEAK Fn14 block	TLR9-MyD88 inh	NCOA3 inh	COUP-TFII inh
CC(=O)Oc1ccc(C(c2ccc(OC(C)=O)cc2)c2ccccn2)cc1	7	3	-6	1	5	-27	3	-14	3	-11	10
CN(C)/C=N/c1nc2ccc3c(c2s1)CCCC3	-40	7	-7	-16	-17	-110	-104	-12	-11	-82	-22
COc1cccc(NC(=O)C2CCN(C(=O)[C@@H]3Cc4ccccc4CN3C(=O)OC(C)(C)C)CC2)c1	-3	5	-18	-9	4	8	-1	17	-1	9	5
CCn1c(SCC(=O)Nc2cc(C)on2)nc2c(c1=O)SCC2	3	-7	-9	-9	-8	6	7	-3	-2	12	9
Cn1c(-c2ccc(C=O)s2)nc2c3ccccc3c3ccccc3c21	38	9	8	-27	-17	18	0	-26	1	-9	3
Cc1ccccc1-n1c(=O)/c(=C\c2ccco2)s/c1=C(/C#N)C(=O)Nc1ccccc1	17	7	-2	-14	15	6	-16	6	-1	1	19
Cc1ccc[n+](/C(=C\C(=C=[N-])C#N)C(=O)c2ccc(Cl)cc2)c1	2	-6	-9	-19	30	-2	8	-11	4	5	10
O=C(NCc1cccs1)c1ccc(N2CCCCC2)nc1	-76	17	-6	-60	-18	-84	-60	-12	-1	-40	-39
CC(=O)N1c2ccccc2CCc2ccc([N+](=O)[O-])cc21	-14	-6	-16	-4	0	10	9	-2	3	9	24
CCc1c(C)nc2cc(-c3ccc(OC)c(OC)c3)nn2c1N1CCCC1	-3	-17	-4	-9	9	-2	2	2	-10	0	-7
COc1ccc(/C(N)=N/OC(=O)c2cc(-c3ccccc3)nc3ccccc23)cc1	6	44	-12	-9	-7	-1	1	7	0	2	17
CNCCCNC(=O)c1ccc(/C=N/O)nc1	6	0	-6	-19	4	10	-5	-14	-17	6	-8
COc1ccc(CCNC(=O)c2ccc(-c3cccc([N+](=O)[O-])c3)o2)cc1OC	7	0	-10	-68	9	9	-20	12	-12	-9	10
COc1ccc(C(NC(=O)C2CCN(CCCc3ccccc3)CC2)c2cccs2)cc1 (stereo not drawn)	1	-2	5	-12	/	7	-13	-10	/	-9	3
O=C(CSc1nc2[nH]ncc2c(=O)n1-c1ccccc1)c1ccc2c(c1)OCCO2	22	10	5	12	-15	44	-2	34	7	3	3
Cc1cccc(C(=O)N2CCC(=O)N([C@H](COCc3ccccc3)Cc3ccccc3)CC2)c1	-14	7	7	14	/	10	/	-2	/	/	7
CC(C)N=C1NN=C(c2ccc(Cl)c(Cl)c2)CS1	-48	42	4	-47	-16	-109	-113	-7	/	-90	-27
Cc1ccc(S(=O)(=O)NC(=NCc2ccccc2)c2ccc(F)cc2)cc1	-12	0	0	-11	-5	-5	1	7	-1	-3	-15
O=C1CS/C(=N/N=C2CCCC2)N1	-19	4	3	-6	-2	-37	-13	2	12	-3	-14
CCOC(=O)C1=C(C(=O)OCC)N(CC)CCC1=O	4	-3	9	-21	-4	1	5	3	-3	-17	5
Cc1ccc(N=C2NC(=O)C(CO)(CO)S2)cc1	-30	-5	-3	-16	-6	18	-1	-20	-5	-17	0
Cc1ccc(S(=O)(=O)NNC(=O)C2COc3ccccc3O2)cc1C (stereo not drawn)	3	20	1	3	-1	15	5	13	-5	8	7
O=C(CN1C(=O)NC2(CCCC2)C1=O)Nc1nc(-c2ccccc2)cs1	-25	-7	0	21	-4	-5	9	6	5	12	16
O=C(Nc1ccc(C(=O)Oc2ccccc2)c(O)c1)c1ccco1	-28	13	5	-50	-52	-103	-77	-5	1	-98	-42
COCCn1c(SCC(=O)N2CCCC2)nc2c([nH]c3ccccc32)c1=O	6	-14	0	15	-9	8	8	17	-10	-13	-14
Cc1cccc2c1cnn2C(=O)CCC(=O)NC1CCCCC1	-35	-11	1	-7	-3	-6	6	-7	4	0	-22
CCc1nnc(NC(=O)c2sc3nc4c(cc3c2N)CCCCCC4)s1	-35	12	-3	-68	-19	-51	-68	-40	5	-24	-10
O=S(=O)(c1ccccc1)N1CCCCC1CCc1ccccc1 (stereo not drawn)	20	-12	-6	11	-10	-17	15	-5	2	0	13
Cc1ccc(CCS(=O)(=O)c2ccc(C(C)(C)C)cc2)cn1	5	-7	-6	25	4	13	-31	27	-10	9	17
O=[N+]([O-])c1ccc(CN2CCN(c3nc4ccccc4s3)CC2)cc1	-8	6	-16	-11	7	14	0	-18	-13	-29	-5
